mcGAS lum: blocks mouse cGAS activity; Q8C6L5; recombinant cGAS, Kinase-Glo ATP depletion luminescence; inhibition, % at 12.5 µM; actives 0.15% (n = 160,000); AID 1259399;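 note: 0% = negative control wells and 100% = reference inhibitor with no enzyme activity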
hcGAS lum: inhibitors of human cGAS | inhibition, % at 12.5 µM | actives 0.081% (n = 290,000) | recombinant h-cGAS, ATP depletion, Kinase-Glo luminescence | Q8N884;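 note: 0% = vehicle reaction and 100% = reaction without DNA for no activity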
Target sequence (Q8N884 whole entry, looked up): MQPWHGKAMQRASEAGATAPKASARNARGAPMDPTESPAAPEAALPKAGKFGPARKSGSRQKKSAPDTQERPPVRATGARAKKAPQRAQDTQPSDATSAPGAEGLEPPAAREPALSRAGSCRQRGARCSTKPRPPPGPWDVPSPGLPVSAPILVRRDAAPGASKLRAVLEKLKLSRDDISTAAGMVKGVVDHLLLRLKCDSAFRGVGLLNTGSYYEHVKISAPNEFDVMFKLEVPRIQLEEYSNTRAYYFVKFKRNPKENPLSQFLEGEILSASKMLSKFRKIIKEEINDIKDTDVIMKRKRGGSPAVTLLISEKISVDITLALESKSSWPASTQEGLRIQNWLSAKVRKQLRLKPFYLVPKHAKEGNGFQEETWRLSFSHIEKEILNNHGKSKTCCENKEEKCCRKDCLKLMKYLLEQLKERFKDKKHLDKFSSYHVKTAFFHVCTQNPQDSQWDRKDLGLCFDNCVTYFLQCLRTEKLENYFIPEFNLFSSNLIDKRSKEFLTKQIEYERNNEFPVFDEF
NPYLR7 agonist: activates Aedes aegypti NPYLR7 receptor | HEK293T NPYLR7/Galpha15, GCaMP6s calcium fluorescence | activation, % at 10 µM | actives 0.15% (n = 270,000) | AID 1259423; in the data active = activation above about 40%;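 note: 0% = vehicle and 100% = reference agonist at the receptor; some compounds past the cut are filed as inactive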
Numbers without * were called inactive; / = no result given; & = joins results of further samples. Cut-off read from the data, not from the text of the source, unless noted: active = inhibition above about 40%; inactive = the rest.

SMILES	mcGAS lum	hcGAS lum	NPYLR7 agonist
CCOC(=O)C1CCCN(c2nc(Cc3cccc(OC)c3)ns2)C1 (centres undefined)	-2	-1	-4
COc1ccccc1C1N(c2nccs2)C(=O)C2CCCN21 (centres undefined)	-8	-8	2
CCn1ccnc1CNc1ccnc(SC)n1	-17	-9	5
CCc1oc(-c2nc(C3CCCC3)nn2CCO)cc1CN1CCCC1	-4	-6	/
COc1ccc(C=NNC(=O)Cc2cccs2)c(OC)c1OC	-7	-3	22
O=C(CSc1nc(=O)n(Cc2ccncc2)c2c1CCC2)Nc1ccccc1[N+](=O)[O-]	-11	-8	0
COc1cc(NC(=O)c2cc3ccccc3oc2=O)c(OC)cc1Cl	5	-11&3	7&-4
CCCN(C(=O)Nc1ccccc1OC)C(CC)c1nc2ccccc2c(=O)n1-c1ccc(C)cc1C (centres undefined)	-3	-6	-1
O=C(CS(=O)Cc1c(F)cccc1Cl)N1CCN(c2ccc(F)cc2)CC1 (centres undefined)	-11	-5	4
Clc1ccc(-c2noc(COc3ccc4c(c3)OCO4)n2)cc1	/	-2	3
Cc1ccccc1/C=C1\SC(=Nc2ccccc2Cl)NC1=O	-7	-5	-5
Cc1cc(C)c(CN2CCC3(CCNC(=O)CC3)CC2)c(C)c1	-12	-6	-6
CCCc1cc(CN(C)C(=O)CC2(c3ccccc3Cl)CC(=O)N(CCN(C)C)C2=O)[nH]n1 (centres undefined)	-11	-6	25
Cc1nnsc1C(=O)N[C@H]1CCN(C(=O)COCC(=O)O)[C@H](C(=O)N[C@H](Cc2ccccc2)C(N)=O)C1	-8	-3	-8
C#CCN(CC=C)Cc1nc(-c2ccccc2OCC)oc1C	/	-13	19
Cc1ccc2c(c1)c1nc3ccccc3nc1n2CC(=O)OC(C)C	-9	1	6
O=C(c1cc(COc2cccc3cccnc23)on1)N1CCN(C2CCCC2)CC1	/	-2	6
CCC(C(=O)NC1CCN(c2ccccc2C(=O)N2CCc3ccccc3C2)CC1)c1ccccc1 (centres undefined)	-6	-6	15
CC(C(=O)N(C)Cc1nc2ccccc2s1)N1CCCC1c1ccsc1 (centres undefined)	/	-12	1
Cc1c(C(=O)N(CC(=O)Nc2ccc(F)cc2)C(C)C)cnn1C	-15	-7	2
CC1CC(NC(=O)COC2CCCC2)CN1C1CC1 (centres undefined)	/	-5	2
COc1cc(OC)nc(C(NC(=O)C2CCN(Cc3ccc(N(C)C)cc3)CC2)c2ccc(Cl)cc2)n1 (centres undefined)	-1	-4	-2
O=C(NC1C[C@@H]1c1ccccc1)c1cncn1-c1cccc(-c2ccc(Oc3ccccc3)cc2)c1 (some centres undefined)	-8	-8	4
COCCCN(CC(=O)N(CCc1c[nH]c2ccccc12)Cc1ccc(Cl)c(Cl)c1)C(=O)c1cccc(OC)c1	2	4	-1
CN1C[C@H](NC(=O)c2ccc3[nH]ccc3c2)C[C@H]1CO	/	-8	0
CCC(=O)Nc1cccc(C(=O)N(CC)Cc2noc(C3CCC3)n2)c1	-10	-4	-1
Cc1nn2c(N3CCOCC3)c3c(nc2c1-c1ccccc1)CCC3	-10	-11	4
Cc1noc(C)c1C(=O)NCCc1ccc(Cl)cc1	/	-11	7
CC1CCc2c(sc3ncnc(SCc4nc5ccsc5c(=O)[nH]4)c23)C1 (centres undefined)	-4	-5	-2
COc1cccc(-c2nnc(SCc3ccc(C(=O)NCc4cccc(C(F)(F)F)c4)cc3)n2-c2ccccc2F)c1	-3	-11	19
On1c(-c2cccc(F)c2)nc2c1CCc1nonc1-2	-4	0	7
COCC(Nc1ncc(Br)cn1)c1ccc(C)o1 (centres undefined)	-1	-5&3	6&-5
COc1ccc(C(=O)Nc2nc(C34CC5CC(CC(C5)C3)C4)cs2)cc1	-7	-6	-4
CS(=O)(=O)c1ccc(CN2CCC3(CC2)CC(=O)c2ccc(N4CCCC4)cc2O3)cc1	/	12	3
Cc1nc(SCC(=O)c2ccc(Br)cc2)c(C#N)c(C)c1C	-6	-8	-1
Cc1cc(Br)ccc1NC(=O)CNC(=O)CCN1C(=O)COc2ccccc21	-6	-7	0
O=C(O)c1cnn(-c2ncccc2Cl)c1C(F)(F)Cl	/	-11	8
C=CCNC(=O)C(NC(=O)c1ccc(OC)cc1)C1CCN(C(=O)c2ccc(Cl)cc2)CC1 (centres undefined)	-5	-3	-3
COc1ccc(-n2nc(C(C)(C)C)cc2NC(=O)c2ccc(F)c(C(F)(F)F)c2)cc1	-6	-2	24
C=CC(=O)NCC1Cc2cccc(F)c2O1 (centres undefined)	-5	-10	7
CC(C)CC(=O)N1CCC(c2n[nH]c(=S)n2C(C)C)CC1	-14	-5	-2
CCOC(=O)CCc1c(C)nc2ncnn2c1N1CCN(C(=O)COCc2ccccc2)CC1	-4	3	19
CCCCN(Cc1ccco1)Cc1cccc2c1OCO2	-12	-7	-2
O=C(c1ccc(CSc2nc(-c3ccccc3)cc(N3CCN(c4ccccc4F)CC3)n2)cc1)N1CCCC1	-4	-10	11
Cc1ccccc1C(NC(=O)C1CCN(CCOc2ccccc2)CC1)c1ccsc1 (centres undefined)	5	5	-11
Cc1nc2cc(F)cc(C(=O)N3CCN(CCO)CC3)c2nc1C	/	-8	-1
CCc1nc2c(OCCOc3ccc(F)cc3)cccn2c1N(C)C(=O)c1cccc(OC)c1	-3	-4	8
COc1cc(C)c(C(C)NC(=O)c2oc3c(c2C)C(=O)CCC3)cc1OC (centres undefined)	/	-12	5
CCC(C)N(Cc1csc(COc2ccccc2C(C)C)n1)C(=O)c1ccccc1OC (centres undefined)	-4	0	-9
Cc1ccnc(NCC2CCNC2)c1 (centres undefined)	/	0	-12
Cc1ccc(NC2(C(=O)NCCCc3c(C)n[nH]c3C)CCCC2)cc1	/	-7	21
CCOC(=O)N1CCN(CC(=O)c2c[nH]c3ccccc23)CC1	-3	-9	13
CCOc1ccc2[nH]c(=O)c(CN3CCC[C@H]3COC)cc2c1	/	-8	8
CN1CCN(c2nc(-c3ccccc3)nc3c2CN(C(=O)Nc2ccc(F)c(F)c2)CC3)CC1	-6	-1	22
CC(=O)Nc1cccc(Nc2nccc3c2cc(-c2ccsc2)n3C)c1	-7	-4	-6
Cc1nn(-c2ccccc2)c(N2CCN(C)CC2)c1CN(CCC(C)C)C(=O)c1ccccc1Br	-4	-8	-2
O=C1OC(CCl)CN1Cc1ccc(Cl)cc1 (centres undefined)	/	-1	11
COc1ccc(Nc2nc(-c3cc4ccccc4oc3=O)cs2)c(OC)c1	1	3	-5
CC(=O)c1[nH]c(C)c(C(=O)N2CCCC(CO)(CCc3ccccc3)C2)c1C (centres undefined)	/	-4	0
COCc1nc(N2CCNC(c3ccccc3)C2)c2cnn(C)c2n1 (centres undefined)	/	0	7
(more compounds)
SMILES	mcGAS lum	hcGAS lum	NPYLR7 agonist
COc1ccc(C2c3ccsc3CCN2CC(=O)N2CCN(C(=O)COCc3ccccc3)C(C)C2)cc1 (centres undefined)	-4	0	7
COC(=O)CCn1cnc(-c2ccccc2)c1-c1ccc(NC(C)=O)cc1	-9	-1	19
O=C1CSC(=O)N1CC(O)COc1ccc(OCC(O)CN2C(=O)CSC2=O)cc1 (centres undefined)	/	-7	4
Cc1cnc(CN(C)C(=O)C(C)(C)NC(=O)c2cccs2)[nH]1	-16	0	10
Cc1cc(C)c2sc(-c3ccccc3)cc(=O)c2c1	/	-7	1
Cc1nn(C)c(Cl)c1CN(Cc1cccnc1)CC1CCN(C2CCCC2)CC1	/	-11	19
O=C(c1cnco1)N1CC[C@@H](c2ccc3ccccc3c2)[C@H](O)C1	/	3	2
CC(=O)NC1=NN(C(C)=O)C2(S1)C(=O)N(CCOc1ccccc1C)c1ccccc12 (centres undefined)	-8	-3	5
CCN(c1cc(-c2ccc(CN3CCOCC3)cc2)cc(C(=O)NCc2c(C)cc(C)[nH]c2=O)c1C)C1CCOCC1	-12	-8	6
COCCN(Cc1cccn1Cc1cccc(F)c1)CC(O)CN1CCOCC1 (centres undefined)	0	-3	/
c1ccc(Sc2c(-c3ccccc3)nc3sccn23)cc1	/	-6	6
COc1cc(OC)c(OC)cc1C=Nn1c(-c2ccc(Cl)cc2)n[nH]c1=S	-4	-5	5
C=C(C)Cn1c(CC(C)C)nc2ccccc21	/	-5	0
COc1ccc(CNC(=O)CCC2CCCN(C(=O)C3CCOCC3)C2)c(OC)c1 (centres undefined)	/	-7	4
CCC(C)c1ccc(S(=O)(=O)N2CC=C(c3c[nH]c4ncccc34)CC2)cc1 (centres undefined)	/	-14	20

An excerpt of these results, with two lines to a compound:
The line under a structure holds: mcGAS lum	hcGAS lum	NPYLR7 agonist
CC(=O)Nc1cccc(Nc2nccc3c2cc(-c2ccsc2)n3C)c1
 : -7	-4	-6
Cc1nn(-c2ccccc2)c(N2CCN(C)CC2)c1CN(CCC(C)C)C(=O)c1ccccc1Br
 : -4	-8	-2
O=C1OC(CCl)CN1Cc1ccc(Cl)cc1 (centres undefined)
 : /	-1	11
COc1ccc(Nc2nc(-c3cc4ccccc4oc3=O)cs2)c(OC)c1
 : 1	3	-5
CC(=O)c1[nH]c(C)c(C(=O)N2CCCC(CO)(CCc3ccccc3)C2)c1C (centres undefined)
 : /	-4	0
COCc1nc(N2CCNC(c3ccccc3)C2)c2cnn(C)c2n1 (centres undefined)
 : /	0	7
COc1ccc(C2c3ccsc3CCN2CC(=O)N2CCN(C(=O)COCc3ccccc3)C(C)C2)cc1 (centres undefined)
 : -4	0	7
COC(=O)CCn1cnc(-c2ccccc2)c1-c1ccc(NC(C)=O)cc1
 : -9	-1	19
O=C1CSC(=O)N1CC(O)COc1ccc(OCC(O)CN2C(=O)CSC2=O)cc1 (centres undefined)
 : /	-7	4
Cc1cnc(CN(C)C(=O)C(C)(C)NC(=O)c2cccs2)[nH]1
 : -16	0	10
Cc1cc(C)c2sc(-c3ccccc3)cc(=O)c2c1
 : /	-7	1
Cc1nn(C)c(Cl)c1CN(Cc1cccnc1)CC1CCN(C2CCCC2)CC1
 : /	-11	19
O=C(c1cnco1)N1CC[C@@H](c2ccc3ccccc3c2)[C@H](O)C1
 : /	3	2
CC(=O)NC1=NN(C(C)=O)C2(S1)C(=O)N(CCOc1ccccc1C)c1ccccc12 (centres undefined)
 : -8	-3	5
CCN(c1cc(-c2ccc(CN3CCOCC3)cc2)cc(C(=O)NCc2c(C)cc(C)[nH]c2=O)c1C)C1CCOCC1
 : -12	-8	6
COCCN(Cc1cccn1Cc1cccc(F)c1)CC(O)CN1CCOCC1 (centres undefined)
 : 0	-3	/
c1ccc(Sc2c(-c3ccccc3)nc3sccn23)cc1
 : /	-6	6
COc1cc(OC)c(OC)cc1C=Nn1c(-c2ccc(Cl)cc2)n[nH]c1=S
 : -4	-5	5

Other entries follow:
SMILES	mcGAS lum	hcGAS lum	NPYLR7 agonist
CC(=O)Nc1ccc(F)c(C(=O)NCc2ccnc(OCC(F)(F)F)c2)c1	/	-13	14
Cc1ccc(/C=C/C(=O)N2CCC(CNC(=O)OC(C)(C)C)CC2)o1	/	-10	-1
CCCCN(Cc1cccn1C)C(=O)CN(CCCOCC)C(=O)COc1ccc(Cl)cc1	-3	1	4
O=C1CCC(C(=O)N2CCC(c3ccncc3)CC2)CN1CCN1CCOCC1 (centres undefined)	/	-13	6
O=C(NCC1(c2cccc(F)c2)CCOCC1)c1cnnn1-c1ccccc1	-12	-5	-4
C=c1oc(C)cc1=C1NN=C(CCC(=O)NC(C)Cn2ccc3ccccc32)O1 (centres undefined)	/	-9	3
COC(=O)c1ccnc(NC(=O)c2cc3cccc(F)c3o2)c1	/	-8	9
Cc1ccc(F)c(C(=O)N(Cc2ccco2)Cc2c(F)cccc2Cl)c1Cl	/	1	-9
CC1=CC[C@@H]2CN(C(=O)c3cc(C(C)C)on3)C[C@@H]2C1	/	-4	4
Cc1cccc(NC(=O)CC(=O)N2CCc3c(nc(N(C)C)[nH]c3=O)C2)c1	/	-7	27
CCN(CC)CC(=O)N1N=C(c2ccc(Cl)cc2)CC1c1ccco1 (centres undefined)	-3	5	-2
Cc1c(Br)c(C(F)(F)F)nn1CC(=O)Nc1ccccc1C(F)(F)F	/	-1	-4
Fc1ccccc1C1CC(c2ccc(Br)cc2)=Nc2nc(-c3ccccc3)nn21 (centres undefined)	-4	-6	-1
Cc1nc(SCC(=O)N2CCCCC2C)c2c3c(sc2n1)CCC3 (centres undefined)	/	-1	1
CS(=O)(=O)c1ccc(-c2csc(-c3cccc(Cl)c3)n2)cc1	/	-8	5
COc1ccc(S(=O)(=O)Oc2cccc(CNC3CC3)c2)cc1	/	-6	8
CCN(CC)c1ccc(CN(C(=O)CC(C)(C)C)C2CC2)c(OS(=O)(=O)CC)c1	-4	-6	8
CCC(C(=O)NCC1CCCO1)n1c(=NC(=O)c2ccccc2F)sc2ccccc21 (centres undefined)	-4	-5	/
CNC(=O)Cc1ccc(-c2ccc(-c3ccn[nH]3)cc2)cc1	/	-5	0
NC(Cc1ccccc1)C(=O)Nc1nnc(-c2cccc(Br)c2)s1 (centres undefined)	-3	-6	-6
Cc1c[nH]c(CN2CCC(Cc3cccc(C(=O)O)c3)C2)c(C)c1=O (centres undefined)	-10	-7	-1
CCOC(=O)c1scc(-c2ccc(C)cc2)c1S(=O)(=O)N1CCN(c2ccccc2)CC1	-8	-4	12
CC(Cn1cccn1)C(=O)NCc1ccc2[nH]c3c(c2c1)CCCC3 (centres undefined)	-15	-6	/
CC(Sc1nc2ccccc2s1)C(=O)N/N=C\c1ccccc1Cl (centres undefined)	-8	-6	3

Screens as filed in PubChem.
